Compound activity deposited in PubChem by several laboratories.
MOR-DOR inv ag: inverse agonist of human OPRM1-OPRD1 heterodimerization. inhibition, % at 9.3 µM. cell-based MOR-DOR heterodimer luminescence, inverse agonism. AID 504357. actives 0.21% (n = 340,000). P35372+P41143; in the data active means inhibition above about 22%, passing the limit was not always enough;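 further: 0% = cells with DMSO and 100% = wells without cells with DMSO; values of inactives mirror those of a sister screen read the other way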
PKA-R1A act: activators of PKA-R1A complex; activation, % at 11.4 µM; PKA-R1A dissociation, Cy5-IP20 fluorescence polarization; scaled: DMSO 0%, 113 µM cGMP 100%; actives 0.083% (n = 340,000);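 active means percent activation above the mean of all tested compounds plus 3 SD, cut at about 19% in these data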;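 further: higher means more PKAc released from R1A so a rise in polarization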
SUMO Mot1 rescue: SUMOylation pathway inhibition by Mot1-301 growth rescue; actives 1% (n = 320,000); AID 2716; S. cerevisiae Mot1-301 growth rescue, ATP luminescence, 38.5C; percent above DMSO median, 100 means doubled; growth rescue, % at 18.8 µM;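 active means every valid replicate shows activation above 250% relative to neutral control wells; inactive means the rest, any valid replicate at or below 250%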;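 further: OY570 slx delta 5 strain wells were the positive control but not used for scaling; some compounds called inactive have numbers as strong as hits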
E coli growth: counter-screen for AddAB inhibitors: E. coli growth inhibition; E. coli V3065 growth, OD600 absorbance, 18 h; inhibition, % at 11.9 µM; actives 0.27% (n = 330,000); AID 449728;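 active means inhibition above the campaign's mean inhibition across all tested compounds plus 3 SD, cut at about 9.9% in these data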;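 further: uninfected addAB+ strain grown without phage in ampicillin broth; 0% = DMSO wells and 100% = ciprofloxacin 0.95 µg/ml wells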
DSG3 Ab inh: inhibitors of pemphigus antibody binding to human desmoglein-3; P32926; actives 0.48% (n = 310,000); binding (percent of control), % at 10 µM; DSG3-coupled beads, scFv-anti-DSG3-GFP binding, flow cytometry; active compounds read low;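 active means binding more than 3 SD below its plate's average and above zero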;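 further: hits lower antibody fragment binding to DSG3; some compounds called inactive have numbers as strong as hits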
HTR5A ag: HTR5A agonism, opioid heterodimer counter-screen; P47898; HTR5A agonist assay, luminescence, cell-based; activation, % at 9.3 µM; actives 0.61% (n = 340,000); AID 504692; in the data active means activation mostly above about 9.5%, no sharp cut-off; inactive means mostly below about 7.6%;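 further: 0% = cells with vehicle only and 100% = reference agonist; strong numbers were not always called active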
Target sequence (P47898 whole entry, looked up): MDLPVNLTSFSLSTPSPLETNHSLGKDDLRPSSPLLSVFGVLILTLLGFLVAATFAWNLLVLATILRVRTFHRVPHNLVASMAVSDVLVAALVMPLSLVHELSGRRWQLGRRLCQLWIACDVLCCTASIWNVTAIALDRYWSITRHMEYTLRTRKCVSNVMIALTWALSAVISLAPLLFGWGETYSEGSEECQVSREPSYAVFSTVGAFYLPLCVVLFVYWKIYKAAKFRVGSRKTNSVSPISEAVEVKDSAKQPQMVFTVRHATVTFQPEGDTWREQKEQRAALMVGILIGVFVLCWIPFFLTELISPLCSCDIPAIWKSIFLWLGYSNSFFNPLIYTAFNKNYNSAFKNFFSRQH
OPRM1-OPRD1 ag: OPRM1-OPRD1 heterodimerization agonism | P35372+P41143 | cells, luminescence | activation, % at 9.3 µM | actives 0.3% (n = 340,000) | AID 504326; in the data active means activation above about 18%;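 further: 0% = vehicle-treated cells and 100% = reference agonist; values of inactives mirror those of a sister screen read the other way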
PfHsp90 set2: inhibits growth of yeast expressing Plasmodium falciparum Hsp90. S. cerevisiae expressing PfHsp90, BacTiter-Glo ATP, 48 h; yeast lacking PDR1 and PDR3 efflux regulators. inhibition, % at 9.4 µM. actives 0.32% (n = 310,000);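 active means every replicate shows inhibition above about 80%, whatever the replicate mean, limit read from the data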;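 further: 0% = DMSO neutral controls and 100% = 20 µM radicicol positive controls; yeast relying on Plasmodium falciparum Hsp90 in place of its own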
phage Ecoli inh: E. coli growth loss with phage present; growth absorbance; inhibition, % at 11.9 µM; actives 0.26% (n = 360,000); in the data active means inhibition above about 11%
AddAB inh: less growth of phage-infected E. coli with AddAB. E. coli expressing H. pylori AddAB, absorbance growth. inhibition, % at 11.9 µM. actives 0.29% (n = 330,000); in the data active means inhibition above about 12%;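 further: 0% = vehicle wells of infected cells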
HTR5A inv ag: HTR5A inverse agonism, opioid heterodimer counter-screen; P47898; HTR5A cell line, luminescence; inhibition, % at 9.3 µM; actives 0.083% (n = 340,000); AID 504634; in the data active means inhibition mostly above about 23%, no sharp cut-off; inactive means mostly below about 18%;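 further: 0% = cells with DMSO and 100% = no-cell wells with DMSO; some compounds called inactive have numbers as strong as hits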
Active calls of the source: *; . = not tested or not shown.

SMILES	MOR-DOR inv ag	PKA-R1A act	SUMO Mot1 rescue	E coli growth	DSG3 Ab inh	HTR5A ag	OPRM1-OPRD1 ag	PfHsp90 set2	phage Ecoli inh	AddAB inh	HTR5A inv ag
Cc1cccc(/C(N)=N/OC(=O)c2ccc(Cl)cc2Cl)c1	-37.0	-5.1	-10.9	-2.1	103.2	-2.9	6.8	-3.3	5.1	-0.3	-10.1
O=C(O)c1ccc2ncsc2c1	8.7	-5.5	-17.8	-0.9	92.5	4.2	-1.6	-38.4	1.2	-0.7	-13.1
COc1ccc(Cl)cc1Nc1nc(NCCO)nc(N2CCCCC2)n1	-0.2	8.9	-0.4	0.9	102.1	5.2	0.0	16.2	0.3	1.3	-15.9
O=S(=O)(Nc1ccc2c(c1)nc1n2CCOC1)c1ccccc1	1.1	-14.6	-19.5	-1.9	94.7	0.5	-0.2	5.6	0.3	-1.1	-9.9
CCCc1cc(=O)oc2cc(OCC(=O)Nc3ccccn3)ccc12	0.8	-8.3	-3.9	2.1	.	3.0	-0.1	-2.5	2.7	3.9	-12.8
CCn1c(/C=C/c2ccccc2C)nc2ccccc2c1=O	-19.9	-6.8	23.8	-1.2	89.5	-1.4	3.8	0.6	-0.8	1.4	-1.3
COc1cccc(NC2=C(NCCO)C(=O)c3ccccc3C2=O)c1	-4.0	9.0	-5.4	-0.1	101.2	0.7	0.9	-0.3	0.6	-0.1	-2.5
O=C(O)CNC(=O)c1nc(-c2ccccc2)n(-c2ccccc2)n1	-9.0	-6.8	-6.4	-1.2	99.3	-5.3	1.3	-6.7	1.0	3.0	10.8
CCOc1ccc(S(=O)(=O)N/N=C(\C)c2ccc3c(c2)OCO3)cc1	10.3	-10.8	-3.4	.	108.0	6.2	-3.1	16.9	0.5	.	-6.6
COc1ccc(NS(=O)(=O)c2cccc3cccnc23)cc1Cl	8.8	-11.7	266.5	-1.0	91.3	-1.6	-1.9	5.1	0.1	-0.2	6.0
O=C(O)[C@H](CSCc1ccccc1)NS(=O)(=O)c1ccc(F)cc1	10.4	8.1	-6.1	0.6	97.8	4.3	-2.0	8.1	1.6	2.9	4.0
CC(NC(=O)Cn1cc(C(=O)C2CC2)c2ccccc21)c1ccccc1 (stereo not given)	-3.9	4.6	8.8	-3.9	110.3	-2.1	0.7	16.3	1.9	-0.6	8.3
CCOc1ccc2ccccc2c1/C=N\NC(=O)OC	9.0	0.5	159.9	0.9	113.1	-3.3	-1.7	-17.7	3.5	3.4	-13.8
Cc1cccc(NC(=O)CC2SC(=O)N(c3ccccc3)C2=O)c1 (stereo not given)	18.3	-8.7	16.5	1.5	95.0	0.8	-3.2	28.1	1.7	1.2	-0.8
O=C1CC(c2ccco2)CC(O)=C1C=NCCN1CCN(C(=O)Nc2ccc(Cl)cc2)CC1 (stereo not given)	7.2	6.9	3.2	0.5	100.8	0.7	-1.4	-5.8	3.3	0.2	0.2
O=C(CCCN1C(=O)c2ccccc2C1=O)Nc1nccs1	-5.0	-1.4	-11.4	1.4	.	3.5	1.2	-9.7	0.6	3.8	-8.4
Cc1cccc(C)c1NC(=O)COc1ccc2c(C)c(Cc3ccccc3)c(=O)oc2c1	5.7	2.1	6.4	-0.1	112.4	3.1	-1.1	27.5	0.7	-1.1	-7.8
CC(=O)C[C@H]1c2cc(C(F)(F)F)ccc2S(=O)(=O)N1c1ccccc1	0.2	-2.3	14.6	-0.8	104.5	3.5	0.0	.	1.8	3.6	10.6
O=C1CCCN1c1ccc(N2CCCC2=O)cc1	5.2	-3.5	-16.8	-1.2	106.4	1.2	-1.1	0.5	-0.7	-2.4	-4.5
CC(C)(C)c1ccc(S(=O)(=O)N2CCC(O)(c3ccc(Cl)cc3)CC2)cc1	-20.9	4.5	-7.4	1.7	111.7	7.9	4.0	-17.4	2.2	2.2	-42.0
C=CCOc1c(Br)cc(CNc2ccc(NC(=O)CCC)cc2)cc1OCC	5.8	-0.8	.	1.1	105.8	7.0	-1.1	8.9	2.0	-0.3	-19.6
O=C(c1ccccc1[N+](=O)[O-])N(CCc1ccccc1)Cc1ccccc1	4.2	-1.7	3.3	-0.2	125.1	4.2	-1.3	-2.6	0.6	1.1	2.4
Clc1cccc(-c2nc3nc4ccccc4nc3n2Cc2ccccc2)c1	-11.3	3.6	-8.9	2.7	87.0	-4.5	1.9	-33.4	1.7	2.6	11.9
CC(=O)Nc1cccc(N=NN2CCCCC2)c1	5.5	-0.2	-8.8	2.3	101.8	-2.8	-1.1	-2.6	2.4	2.3	17.9
COc1ccc(NC(=O)c2ccc(NC(=O)CN3CCN(c4ccc(O)cc4)CC3)cc2)cc1	-28.5	2.3	.	.	92.9	1.4	5.4	-18.5	-1.1	.	-5.0
Following part.
SMILES	MOR-DOR inv ag	PKA-R1A act	SUMO Mot1 rescue	E coli growth	DSG3 Ab inh	HTR5A ag	OPRM1-OPRD1 ag	PfHsp90 set2	phage Ecoli inh	AddAB inh	HTR5A inv ag
O=C(COC(=O)c1cc(S(=O)(=O)N2CCCC2)ccc1O)NCCc1ccccc1	14.7	-1.8	37.1	-1.8	.	5.7	-3.7	32.5	0.6	-2.1	-14.4
O=C(CSc1nnnn1-c1ccccc1)NCCCN1CCCC1=O	2.8	8.8	-24.7	-2.6	94.1	-1.5	-0.5	.	0.4	-0.6	5.4
CNc1c(N)n(Cc2ccccc2)c(=O)[nH]c1=O	-8.0	-3.4	42.5	0.9	.	4.4	1.5	18.5	2.2	0.9	1.3
CC(C)NC(=O)NC(=O)CSc1ncc(C(F)(F)F)cc1Cl	-38.4	1.5	10.9	0.6	103.6	0.0	7.2	17.1	2.2	0.1	-1.5
Cn1c(SCC(=O)N2c3ccccc3Sc3ccccc32)nnc1-c1ccco1	16.8	2.4	57.7	-1.9	113.5	7.5	-4.0	4.7	1.5	1.1	-6.7
CCN(c1ccc(C)c(C)c1)S(=O)(=O)c1c(C)[nH]c(=O)[nH]c1=O	9.0	2.6	-6.3	1.4	117.0	-0.7	-1.6	-33.5	-0.9	1.1	10.0
CCC(C)(C(=O)NC1CCCCC1)N(Cc1ccco1)C(=O)Cc1cccs1 (stereo not given)	8.9	-3.6	32.6	0.0	.	-0.6	-1.5	.	2.2	-1.9	-27.1
CCOC(=O)N1CCN(C(=O)c2ccc(N(Cc3ccccc3)S(C)(=O)=O)cc2)CC1	12.8	-8.7	-16.5	0.8	95.9	3.3	-2.5	.	3.3	2.8	1.6
Cc1cccn2c(=O)c3cc(C(=O)NCC4CCCO4)c(=N)n(C4CCCC4)c3nc12 (stereo not given)	17.2	3.0	17.0	-0.2	.	-1.1	-2.8	13.4	-3.9	1.9	2.4
Cn1c(C(C(=O)NCC2CCCO2)N(CCc2ccccc2)C(=O)Cn2nnc3ccccc32)nc2ccccc21 (stereo not given)	1.3	-7.0	2.9	1.0	108.0	-0.6	-0.2	18.7	4.9	4.3	2.2
CS(=O)(=O)N(CC(=O)N1CCCCCC1)Cc1ccc(Cl)cc1	2.9	1.2	589.3*	-0.6	99.5	-1.2	-0.6	8.6	2.4	1.8	15.1
Cc1ccc(C2N(c3ccc(Cl)cc3)C(=O)N3CCCN23)cc1 (stereo not given)	1.2	10.2	13.2	-2.0	.	-1.0	-0.2	-6.8	1.8	4.7	2.5
CCN(C(=O)CSc1nnnn1-c1ccccc1OC)C1CCS(=O)(=O)C1 (stereo not given)	1.0	-6.7	2.0	0.6	94.1	0.9	-0.2	7.0	4.8	1.2	7.0
Cc1ccc2c(c1)sc1nc(=O)n(-c3cccc(Cl)c3)c(=O)n12	8.1	10.3	202.5	-0.7	86.8	-1.8	-1.6	12.0	2.6	0.6	0.3
COc1ccc([C@@H]2[C@@H]3C(=O)N(C(C)(C)C)C(=O)[C@@H]3[C@]3(Cc4ccccc4)C(=O)N(c4ccc(Br)cc4)C(=O)N23)cc1	-11.2	-4.2	928.0	0.0	99.8	8.8	2.0	-3.8	.	3.4	-10.5
CCCc1ccc(C(=O)NNc2ccc(F)cc2)cc1	43.5*	0.8	288.6*	3.7	99.9	2.5	-8.5	13.4	3.2	7.1	9.9
CCOC(=O)C(NC(=O)C1CCCN1C(=O)OCc1ccccc1)C(=O)OCC (stereo not given)	7.7	1.9	-12.7	-1.1	.	-2.8	-1.9	5.1	-1.4	6.9	6.6
COc1cc(CCCN2C(N)=NC[C@@H]2Cc2ccccc2)cc(OC)c1OC	3.9	2.5	-4.1	0.4	98.7	15.0	-0.7	6.7	1.1	-0.6	-44.0
CC(C)(C)OC(=O)N1CCC(NC(=O)c2nc[nH]c2C(=O)N2CCc3ccccc3C2)CC1	16.0	-5.9	21.4	-2.4	101.7	0.1	-2.9	.	0.9	-0.3	14.6
O=C(N/N=C/c1ccccc1)c1cccc2ccccc12	10.5	-7.1	-14.0	-0.4	107.4	0.6	-2.0	-17.5	3.8	0.6	-21.6
O=C(Nc1ccnn1C1CCN(CCCc2ccccc2)CC1)c1ccccc1	12.7	-3.7	-7.8	0.5	103.7	2.8	-2.4	5.5	3.1	3.3	13.1
Cc1ccc(Cn2ncn3c(cc4ccccc43)c2=O)cc1	-26.7	-2.5	240.2	1.0	110.8	-1.1	4.7	10.1	2.1	3.1	-13.9
C=CCSc1nnc(-c2cc(Br)ccc2N)c(=O)[nH]1	1.6	-0.5	-19.8	0.6	92.8	4.0	-0.3	4.3	3.3	1.5	-11.1
CCCn1c(=O)c2c(nc(Br)n2CCC)n(C)c1=O	12.8	6.8	-5.2	3.1	100.2	-3.5	-2.4	-4.3	3.4	0.5	-0.9
COC(=O)CCC(=O)NC(=S)Nc1ccc(S(=O)(=O)N2CCCC2)cc1	-3.4	2.7	40.3	-1.1	93.0	-3.4	0.5	-4.8	1.1	4.2	9.5
CCCC12CN3CCN(CC(C3)/C1=N\NC(=O)c1ccccc1N)C2	20.4	-12.0	15.9	1.6	100.7	-1.6	-3.9	-2.1	0.4	-1.0	-12.4

Single entries from the entries so far:
CC(C)(C)OC(=O)N1CCC(NC(=O)c2nc[nH]c2C(=O)N2CCc3ccccc3C2)CC1 in HTR5A ag has 0.1
CCOC(=O)N1CCN(C(=O)c2ccc(N(Cc3ccccc3)S(C)(=O)=O)cc2)CC1 in SUMO Mot1 rescue has -16.5

Records listed above marked active in MOR-DOR inv ag.
SMILES	MOR-DOR inv ag	PKA-R1A act	SUMO Mot1 rescue	DSG3 Ab inh	OPRM1-OPRD1 ag	PfHsp90 set2	phage Ecoli inh	AddAB inh
CCCc1ccc(C(=O)NNc2ccc(F)cc2)cc1	43.5*	0.8	288.6*	99.9	-8.5	13.4	3.2	7.1

Hits appear at their usual frequency. Share with any hit: about 3.2%.
